# Shn3 inh set2 – reduction of Shn3 3'UTR firefly luciferase signal, primary screen, Schnurri-3 inhibitor project, cell-based, Clone20 osteoblasts, set 2 | Clone20 osteoblast Shn3 3'UTR firefly luciferase, 24 h | AID 588674, 2011 | inhibition, % at 12.5 µM | hit rate 0.52% among 360,000;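 active = mean inhibition of at least 75% with every replicate also reaching 75%; inconclusive = mean inhibition at least 75% but some replicate below; inactive = mean inhibition below 75%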;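 also: 0% = median of neutral control wells and 100% = pilot-screen positive control compound; some compounds past the cut are filed as inactive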
# NR2E3 ag-1 – inhibitors of NR2E3-RetCOR corepressor binding, primary screen, NR2E3 agonist project, biochemical, TR-FRET, GST-NR2E3, biotin-RetCOR. 1536-well. inhibition of corepressor binding, % at 4.78 µM. AID 2300, 2010. hit rate 0.12% among 320,000;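 active = percent inhibition above the cutoff of mean plus 3 SD of all tested compounds, set per screening campaign, cut at about 20% in these data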;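 also: 0% = DMSO wells and 100% = biotin wells as full block of FRET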
# Target sequence (Q9Y5X4 whole entry, looked up): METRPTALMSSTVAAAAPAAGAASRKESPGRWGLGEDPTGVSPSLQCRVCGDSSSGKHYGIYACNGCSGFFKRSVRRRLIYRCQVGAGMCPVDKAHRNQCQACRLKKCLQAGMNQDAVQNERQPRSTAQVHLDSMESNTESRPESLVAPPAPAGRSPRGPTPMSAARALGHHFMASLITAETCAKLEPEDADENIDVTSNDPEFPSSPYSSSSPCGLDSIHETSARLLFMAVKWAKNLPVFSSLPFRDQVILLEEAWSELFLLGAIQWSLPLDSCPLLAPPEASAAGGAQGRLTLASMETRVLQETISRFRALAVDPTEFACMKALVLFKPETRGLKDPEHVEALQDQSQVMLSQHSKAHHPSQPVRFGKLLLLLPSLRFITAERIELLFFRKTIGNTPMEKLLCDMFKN
#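 Material: NR2E3–RetCOR corepressor complex / Incubation: Compound–protein incubation for 5 h at 4 °C / Dosing: compound at 4.8 µM, single dose / Detection: time-resolved FRET / Benchmarks: high control biotin, low control 0.6% DMSO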
# KKLEB cytotox – cytotoxicity in KKLEB CF airway cells, primary screen, cytotoxicity control for CF NF-kB inhibitor project, cell-based, uHTS, fluorescence assay plates; hit rate 0.36% among 360,000; KKLEB CF airway cells viability, ATPlite luminescence, overnight; stronger effect = lower value; cells stimulated with P. aeruginosa culture filtrate; activity change (cytotoxicity), % at 5 µM; AID 602141, 2011;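 active = corrected activity change at or below -50% at 5 µM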
# Peg3 promoter – Peg3 promoter-driven luciferase inhibitors, primary screen, cell-based, HeLa, luciferase luminescence. hit rate 1.7% among 360,000. HeLa PEG-Prom luciferase reporter, overnight. inhibition, % at 20 µM;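 active = inhibition of at least 50% at 20 µM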
# TWEAK-Fn14 inh – inhibitors of TWEAK-Fn14 signaling, primary screen, luciferase reporter cells, uHTS; TWEAK-stimulated Fn14 reporter cells, luciferase luminescence, 8 h; inhibition, % at 10 µM; hit rate 2% among 360,000; AID 1159606, 2016; in the data active = inhibition above about 50%
# hiPSC survival – enhancers of single-cell hiPSC survival, primary screen, ATPlite luminescence. hit rate 0.044% among 360,000. survival enhancement, % at 20 µM. AID 602274, 2012. 100% = ROCK inhibitor wells, 0% = DMSO; in the data active = survival enhancement above about 18%;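 also: cells exposed to compounds for 16 hours before the ATP read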
# MITF TRPM1 inh – inhibitors of MITF-dependent TRPM1 promoter reporter, primary screen, cell-based, SK-MEL-5, single point, luciferase | SK-MEL-5 TRPM1 promoter luciferase, 24 h | inhibition, % at 12.5 µM | hit rate 0.83% among 330,000;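 active = mean inhibition across replicates of 60% or more, whatever share of single replicates reaches that level; inconclusive = some that reach 60%, reason not given; inactive = mean inhibition across replicates below 60%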; also: values of inactives mirror those of a sister screen read the other way
# aDG glyco act – activators of alpha-DG glycosylation, primary screen, uHTS, Pro5-aDG cells, AlphaScreen | alpha-DG glycosylation AlphaScreen (IIH6); 0% Pro5, 100% B10-LARGE cell signal | activation, % at 10 µM | hit rate 0.22% among 360,000 | AID 624168, 2012;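 active = activation of at least 8% versus controls, or a plate z-score of at least 8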;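 also: Pro5 are CHO cells carrying HIG-tagged alpha-DG that lacks glycosylation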
# CF NFkB block – inhibitors of PAF-induced NF-kB signaling, primary screen, cell-based, GFP fluorescence, uHTS; AID 588850, 2011; KKLEB NF-kB-GFP reporter, GFP fluorescence overnight; hit rate 0.86% among 360,000; inhibition, % at 5 µM;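 active = at least 50% inhibition at 5 µM, scaled per plate between neutral and stimulator controls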;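 also: PAF is a Pseudomonas aeruginosa culture filtrate used as stimulus; plate controls were PAF-stimulated DMSO wells for no effect and unstimulated DMSO wells for full effect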
# NR2E3 ag-2 – NR2E3 agonists in two-hybrid cells, primary screen, cell-based, luminescence, CHO-S, Gal4-NCOR/VP16-NR2E3. luciferase. inhibition of corepressor binding, % at 3.98 µM. hit rate 0.35% among 360,000. AID 602229, 2012;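 active = inhibition above the mean of all tested compounds plus 3 SD, cut at about 70% in these data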;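 also: 0% = DMSO with NR2E3 transfected cells and 100% = cells lacking NR2E3 construct; higher means lower luciferase signal from less NR2E3 corepressor binding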
# HIF-2a inh – HIF-2a reporter inhibitors, primary screen, luminescence, 786-0 RCC cells. 786-0 RCC cells HIF-2a reporter, luciferase luminescence, overnight. inhibition, % at 18.8 µM. hit rate 0.72% among 360,000;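 active = inhibition of the luminescence signal of 40% or more relative to plate controls, in a single-dose primary screen at 18.75 µM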
# Starred values were filed as active, the others as inactive; u = inconclusive; x = not tested or not shown.
item	structure	Shn3 inh set2	NR2E3 ag-1	KKLEB cytotox	Peg3 promoter	TWEAK-Fn14 inh	hiPSC survival
1	COc1ccc(-c2c(-c3cc(OC)cc(OC)c3)n(C)c3ccc(-c4cccc5[nH]ccc45)cc23)cc1	19	0	-3	17	1	-3.4
2	CC(C)N(C(=O)[C@H]1C[C@H](CC(=O)NCCCn2ccnc2)C(=O)N2CCc3c([nH]c4cc(-c5ccco5)ccc34)[C@]12C)C(C)C	4	x	-16	-8	-15	1.0
3	O=C1NCCOC(=O)[C@H](Cc2ccc(F)cc2)C/C=C\C[C@H]1CC(=O)N(CCO)Cc1ccccc1	28	x	16	-3	-16	0.8
4	COc1ccc(C)cc1N=Nc1ccc(O)c2ncccc12	90*	x	-7	49	-103	-2.6
5	CCn1cc(C(=O)N2CCCC(C(=O)c3ccc4ccccc4c3)C2)cn1 (stereo not drawn)	-9	2	-4	-1	-21	0.0
6	COc1ccc(C2C(C#N)=C(N)OC3=C2C(=O)CC(C)C3)c(OC)c1OC (stereo not drawn)	10	7	-16	21	14	-1.5
7	CN(CC(=O)Nc1ccc(F)cc1)S(=O)(=O)c1ccc2c(c1)c(=O)n(C)c(=O)n2C	7	-4	-2	-7	9	-0.1
8	Cc1sc2ncn(CC(=O)NCCCC(=O)N3CCN(Cc4ccc5c(c4)OCO5)CC3)c(=O)c2c1C	-12	2	9	12	11	-0.9
9	O=C(OCC1OC(n2ccc(=O)[nH]c2=O)C(Cl)C1O)c1ccccc1 (stereo not drawn)	5	x	-3	12	11	0.2
10	Cc1cc(=O)oc2cc(O[C@@H]3O[C@H](CO)[C@@H](O)[C@H](O)[C@H]3O)ccc12	-2	0	-2	5	-2	-0.3
11	COc1cc(C)c(/C=C(\C#N)C(=O)Nc2cccc(C)c2)cc1C(C)C	-15	1	2	9	86*	-1.6
12	Cc1cc(=O)c(C(=O)O)cn1-c1ccc(C(C)C)cc1	-18	-2	3	5	1	-0.3

item	MITF TRPM1 inh	aDG glyco act	CF NFkB block	NR2E3 ag-2	HIF-2a inh
1	2	0.0	26	-14	9
2	-3	-0.1	16	11	5
3	-4	0.0	-14	-5	-5
4	72*	0.0	10	-15	22
5	-5	5.5*	17	12	2
6	8	-0.1	13	-5	2
7	8	0.9	9	0	9
8	0	-0.1	-22	7	18
9	11	-0.1	6	7	9
10	6	-0.1	4	3	4
11	-2	-0.2	-7	7	9
12	-9	-0.1	2	-16	8

# Quoted from above: compounds 8 to 12
item	structure	Shn3 inh set2	NR2E3 ag-1	KKLEB cytotox	Peg3 promoter	TWEAK-Fn14 inh	hiPSC survival
8	Cc1sc2ncn(CC(=O)NCCCC(=O)N3CCN(Cc4ccc5c(c4)OCO5)CC3)c(=O)c2c1C	-12	2	9	12	11	-0.9
9	O=C(OCC1OC(n2ccc(=O)[nH]c2=O)C(Cl)C1O)c1ccccc1 (stereo not drawn)	5	x	-3	12	11	0.2
10	Cc1cc(=O)oc2cc(O[C@@H]3O[C@H](CO)[C@@H](O)[C@H](O)[C@H]3O)ccc12	-2	0	-2	5	-2	-0.3
11	COc1cc(C)c(/C=C(\C#N)C(=O)Nc2cccc(C)c2)cc1C(C)C	-15	1	2	9	86*	-1.6
12	Cc1cc(=O)c(C(=O)O)cn1-c1ccc(C(C)C)cc1	-18	-2	3	5	1	-0.3

item	MITF TRPM1 inh	aDG glyco act	CF NFkB block	NR2E3 ag-2	HIF-2a inh
8	0	-0.1	-22	7	18
9	11	-0.1	6	7	9
10	6	-0.1	4	3	4
11	-2	-0.2	-7	7	9
12	-9	-0.1	2	-16	8

# New compounds follow
item	structure	Shn3 inh set2	NR2E3 ag-1	KKLEB cytotox	Peg3 promoter	TWEAK-Fn14 inh	hiPSC survival
13	Cc1cc(O)c(-c2cc(C(=O)NCc3ccc4c(c3)OCO4)[nH]n2)cc1C	-2	-4	4	-6	-32	-0.5
14	CC1Cn2c(nnc2-c2cc3ccccc3cc2O)S1 (stereo not drawn)	20	6	-4	10	3	-0.8
15	CCc1ccccc1S(=O)(=O)Cc1ccc(C(=O)NC(C)C)o1	-13	0	6	0	2	0.0
16	Cc1ccc(N2CCN(c3ccc(C)cc3)C2c2ccncc2)cc1	2	-1	-16	2	-18	0.5
17	COc1ccc(/C([O-])=C(/C(=S)Nc2ccc(C)c(C)c2)n2c[n+](C)c3ccccc32)cc1OC	34	2	-7	-34	28	0.1
18	Cc1ccc(Cc2c(-c3ccc(Cl)cc3)nc3cc(C)c(Br)c(C)n23)cc1	-5	x	3	-18	-26	1.3
19	CCOC(=O)c1c(NC(=O)CSc2n[nH]c(-c3ccco3)n2)sc(C)c1C	26	3	-8	3	-5	0.2
20	COc1cc(C)nc(NS(=O)(=O)c2ccccc2Cl)n1	20	0	3	3	12	-0.4
21	COC(=O)Cn1c(O)c(N=NC(=O)CNC(=O)c2ccc3c(c2)OCCO3)c2ccccc21	9	0	0	-12	13	0.4
22	COc1cccc(COCCN2CCN(S(=O)(=O)c3ccc(C)cc3)CCC2=O)c1	-2	5	-1	5	8	-0.8
23	CC(=O)Nc1cc(-c2ccc(N(C)C)cc2)cn2c(-c3ccc(F)cc3)cnc12	8	x	-32	-1	-163	-2.0
24	Cn1c(=O)c2sccc2n2c(CCCC(=O)N3CCN(c4ccccn4)CC3)nnc12	12	1	0	-6	-14	-0.2

item	MITF TRPM1 inh	aDG glyco act	CF NFkB block	NR2E3 ag-2	HIF-2a inh
13	-15	-0.2	16	15	-13
14	6	-0.2	2	4	11
15	2	-0.1	-4	-20	8
16	7	-0.5	-3	-21	-21
17	3	-0.2	4	-18	-59
18	x	-0.1	15	3	-52
19	4	0.2	16	-3	7
20	-3	0.1	2	-13	16
21	-7	0.0	-4	-18	-2
22	5	0.2	5	-2	14
23	x	-0.2	28	-65	-87
24	5	0.0	16	-1	10

# Following part:
item	structure	Shn3 inh set2	NR2E3 ag-1	KKLEB cytotox	Peg3 promoter	TWEAK-Fn14 inh	hiPSC survival
25	COc1cc(OC)nc(NC(=O)CN2CCN(c3ccc(F)cc3)CC2)n1	10	-2	6	4	-7	-0.8
26	COc1ccc(S(=O)(=O)NCC(=O)NCc2cc(=O)n(C)c(=O)n2C)cc1F	18	4	-6	12	4	-0.1
27	Cc1ccc(NC(=O)NCCCN2CCOCC2)cc1	u	1	-2	-3	0	0.7
28	O=C(NC(=S)Nc1cccc(Cl)c1N1CCCCC1)c1ccc2c(c1)OCCO2	22	0	-7	-28	71*	-2.4
29	O=C(CSc1ccccc1C(=O)NCCCN1CCCC1=O)NCc1ccco1	-2	-2	5	16	-1	-3.1
30	COc1ccc(C(=O)NNC(=O)C(=O)NCc2ccccc2)cc1	-23	0	3	8	-21	-0.8
31	Cc1ccc(C(=O)CSc2nnc(-c3ccco3)o2)o1	10	0	-3	-48	-9	2.7
32	Cc1cccc(C)c1NC(=O)CNC(=O)CNC(=O)c1ccc2ccccc2c1	-3	x	-8	1	13	3.3
33	CNCc1cc(Cl)cc(OC)c1OC(C)C	-1	x	9	16	9	1.2
34	O=C(CCNC(=O)Cn1cnc2ccccc2c1=O)NCC1COc2ccccc2O1 (stereo not drawn)	-2	2	1	3	2	0.8
35	COCCC1CCCCN1C(=O)c1cc(COc2ccc(-n3cncn3)cc2)on1 (stereo not drawn)	85	16	-4	-4	11	-0.3
36	CCOc1ccccc1CNS(=O)(=O)c1ccc2c(c1)C(C)(C)C(=O)N2C	-14	3	-7	4	5	0.4

item	MITF TRPM1 inh	aDG glyco act	CF NFkB block	NR2E3 ag-2	HIF-2a inh
25	4	0.5	-8	-13	5
26	-4	-0.3	7	-7	11
27	-5	-0.1	1	-11	-14
28	26	-0.3	28	-1	-8
29	4	0.0	4	-27	-3
30	4	0.1	12	16	12
31	-28	0.2	-20	-28	-75
32	x	0.1	3	3	6
33	-5	1.6	15	2	14
34	-2	0.0	-4	-6	17
35	21	3.2	4	105*	-4
36	4	-0.3	9	7	12

# Additional entries.
item	structure	Shn3 inh set2	NR2E3 ag-1	KKLEB cytotox	Peg3 promoter	TWEAK-Fn14 inh	hiPSC survival
37	CC(C)(C)OC(=O)C[C@@H]1C/C=C\C[C@@H](CC(=O)N(CCO)Cc2ccccc2)C(=O)NCCOC1=O	9	x	-6	-14	-5	-0.1
38	COc1ccc(C(=O)O)cc1S(=O)(=O)Nc1cccc(C)c1	-4	-2	-6	-10	11	-1.1
39	O=C(Cn1cnc2c(nnn2-c2cccc(Cl)c2)c1=O)NCc1ccccc1	-3	0	0	18	-19	-1.6
40	CN(C)CC(C)(C)CNC(=S)Nc1ccc(S(=O)(=O)N2CCOCC2)cc1	4	-1	9	10	11	0.3
41	Cc1cccc(NC(=O)c2c([N+](=O)[O-])c(C(C)(C)C)nn2C)c1	-4	8	6	2	-5	0.2
42	O=C(NCCc1ccco1)c1cc(COc2cccc(C(F)(F)F)c2)on1	5	-2	2	28	8	-0.1
43	CCOC(=O)CSc1nc2c(sc(=S)n2-c2ccccc2)c(=O)[nH]1	-6	-1	-4	8	9	-2.5
44	Cc1ccc(C)c(-n2c(SCC(=O)Nc3nnc(C)s3)nnc2-c2ccoc2C)c1	-4	-2	-2	-6	-4	-2.6
45	Cc1ccc(NC(=O)c2ccc(S(=O)(=O)NCc3ccco3)cc2)cc1	1	4	-4	-3	9	-0.6
46	COc1ccccc1Nc1nnc(SCC(=O)NC2CC2)s1	-13	-1	-2	0	8	2.5
47	CCCCCC(=O)NC(NC(=S)N1CCOCC1)C(Cl)(Cl)Cl (stereo not drawn)	9	6	-13	-6	-4	5.3
48	COc1ccc(C(CNC(=O)c2ccc(Cl)s2)N2CCOCC2)cc1 (stereo not drawn)	-13	-2	-10	5	-11	-0.4

item	MITF TRPM1 inh	aDG glyco act	CF NFkB block	NR2E3 ag-2	HIF-2a inh
37	0	-0.1	5	-3	-2
38	-5	0.0	-7	6	14
39	x	-0.3	8	-3	10
40	4	0.0	-3	12	18
41	0	0.1	0	-9	19
42	16	-0.5	9	2	10
43	-4	0.1	-13	-11	9
44	8	0.6	0	-2	15
45	-7	0.0	-9	5	-19
46	-12	0.2	13	-4	-38
47	8	-0.2	8	4	24
48	-7	0.6	13	-28	9

# Source: PubChem (several laboratories)
